# EBI2 antag: EBI2 receptor antagonists, beta-arrestin recruitment, primary screen, cell-based, luminescence, 7a,25-OHC stimulation, uHTS; 7a,25-OHC stimulated; inhibition, % at 5 µM; 360,000 tested, 0.81% active; AID 651636, 2012; in the data active = inhibition above about 38%;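 note: enzyme fragment complementation signal reports receptor beta-arrestin coupling in cells; 0% = agonist plus DMSO wells and 100% = wells without agonist; some results beyond the cut were filed as inactive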
# Target sequence (P32249 whole entry, looked up, the tested form may be a part): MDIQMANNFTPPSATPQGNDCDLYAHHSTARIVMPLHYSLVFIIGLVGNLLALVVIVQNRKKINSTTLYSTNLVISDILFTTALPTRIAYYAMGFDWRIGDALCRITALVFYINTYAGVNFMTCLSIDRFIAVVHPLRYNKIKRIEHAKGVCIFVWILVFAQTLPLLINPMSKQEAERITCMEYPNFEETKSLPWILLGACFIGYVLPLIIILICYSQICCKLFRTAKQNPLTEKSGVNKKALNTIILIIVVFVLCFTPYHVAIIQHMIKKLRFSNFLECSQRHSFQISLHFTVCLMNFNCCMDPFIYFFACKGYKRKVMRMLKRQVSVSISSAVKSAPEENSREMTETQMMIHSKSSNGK
# ATG4B inhibitor: ATG4B protease inhibitors, primary screen, biochemical, fluorescence, uHTS | Cysteine protease ATG4B (Homo sapiens), Q9Y4P1 | ATG4B cleavage of LC3-PLA2, NBD-HPC fluorescence, 1 h | inhibition, % at 8.33 µM | 340,000 tested, 0.51% active | AID 504462, 2011; in the data active = inhibition above about 40%
# APJ antagonist: antagonists of human apelin receptor APJ, primary screen, CHO-K1 cells, beta-arrestin complementation, luminescence; P35414; inhibition, % at 20 µM; 330,000 tested, 0.32% active; AID 2521, 2010;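 active = inhibition above about 40% at 20 µM, limit read from the data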;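 note: cells challenged with 10 nM apelin-13 agonist together with compound; plate controls were apelin-13 plus DMSO wells for no effect and DMSO wells lacking apelin-13 for full effect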
# APJ agonist: agonists of human apelin receptor APJ, primary screen, CHO-K1 cells, PathHunter beta-arrestin, luminescence. activation, % at 20 µM. 330,000 tested, 0.11% active. AID 2520, 2010. 0% DMSO wells, 100% apelin;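 active = activation more than six SD over the plate average, tested at 20 µM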;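 note: 0% = DMSO alone and 100% = apelin-13 at 10 nM; some results filed as inactive read as strong as hits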
#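 assay system = CHO-K1 APJ beta-arrestin complementation cell line | input = cell density 1000 per well | dosing = compound 20 µM once, DMSO 1% | timing = compound 90 min 25 °C, reagent 1 h | measured by = luminescence from split beta-galactosidase complementation, Galacton Star/Emerald II substrate | read-out basis = APJ agonist activity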
# UBC13 polyUb: UBC13 polyubiquitin chain formation inhibitors, primary screen, biochemical, TR-FRET, uHTS. Ubiquitin-conjugating enzyme E2 N (Homo sapiens), P61088. 330,000 tested, 0.47% active. inhibition, % at 20 µM. AID 485273, 2010; in the data active = inhibition above about 45%, passing the limit was not always enough
# Target sequence (P61088 whole entry, looked up): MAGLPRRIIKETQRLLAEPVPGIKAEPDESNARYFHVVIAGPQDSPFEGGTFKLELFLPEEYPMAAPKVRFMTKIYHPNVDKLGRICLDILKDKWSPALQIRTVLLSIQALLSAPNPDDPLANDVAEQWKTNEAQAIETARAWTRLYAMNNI
# Gli-Sufu antag: Gli-Sufu pathway antagonists, primary screen, luciferase luminescence, Sufu-KO-LIGHT cells, uHTS | 340,000 tested, 0.74% active | Sufu-KO-LIGHT fibroblasts, Gli luciferase reporter luminescence | inhibition, % at 5 µM;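 active = inhibition above about 55%, limit read from the data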;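 note: 0% = DMSO-treated cells and 100% = wells with medium but no cells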
# CCR6 antagonist: CCR6 receptor antagonists, primary screen, cell-based, CHO-K1, luminescence, beta-arrestin, uHTS | CHO-K1 CCR6 PathHunter beta-arrestin, CCL20-stimulated | inhibition, % at 20 µM | 340,000 tested, 0.49% active | AID 493098, 2011;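 active = compounds whose inhibition of the agonist-driven luminescence signal at 20 µM reaches about 50%, limit read from the data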;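 note: cells stimulated with CCL20 at 14 nM final; plate controls were DMSO with CCL20 for no effect and DMSO without agonist for full effect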
# Target sequence (P51684 whole entry, looked up): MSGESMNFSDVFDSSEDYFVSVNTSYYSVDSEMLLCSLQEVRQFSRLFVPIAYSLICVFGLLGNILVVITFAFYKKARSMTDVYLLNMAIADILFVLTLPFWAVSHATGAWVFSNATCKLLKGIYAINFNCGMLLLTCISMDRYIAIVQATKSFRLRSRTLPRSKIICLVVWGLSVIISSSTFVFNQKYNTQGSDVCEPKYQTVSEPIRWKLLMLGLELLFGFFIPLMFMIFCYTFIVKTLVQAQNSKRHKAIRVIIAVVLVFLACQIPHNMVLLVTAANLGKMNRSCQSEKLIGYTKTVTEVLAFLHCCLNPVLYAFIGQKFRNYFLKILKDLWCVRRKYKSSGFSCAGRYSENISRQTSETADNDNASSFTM
# CXCR6 inh: CXCR6 receptor inhibitors, primary screen, cell-based, beta-arrestin, luminescence, CHO-K1 PathHunter, 1536-well; inhibition, % at 20 µM; 360,000 tested, 0.36% active; C-X-C chemokine receptor type 6 (Homo sapiens), O00574; in the data active = inhibition above about 34%, passing the limit was not always enough;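 note: antagonist mode with CXCL16 agonist at 10 nM final; 0% = 10 nM CXCL16 with DMSO and 100% = unstimulated wells without agonist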
# * marks the source's active call; other numbers are inactive results; · = no result given.
SMILES,EBI2 antag,ATG4B inhibitor,APJ antagonist,APJ agonist,UBC13 polyUb,Gli-Sufu antag,CCR6 antagonist,CXCR6 inh
COc1ccc(NC(=S)N2CCC(NC(=O)c3cccc(F)c3)CC2)cc1,4,1,-16,-2,-5,10,0,-3
CCOC(=O)c1c(-c2ccc(F)cc2)csc1NC(=O)C1CC=CCC1C(=O)O (stereo unspecified),-3,1,-3,-2,-1,-2,6,-3
CCOC(=O)c1ccc(NC(=O)c2nc[nH]c2C(=O)N(CC)CC)cc1,-7,1,3,-5,5,45,-8,-1
CC[n+]1ccc2cc(OC)c(OC)cc2c1Cc1ccc(OC)c(OC)c1,-8,-5,10,1,-7,0,-9,-9
C=C(c1ccccc1O)n1ccnc1,7,-5,-1,-2,-4,-27,6,-9
O=C(c1cn(-c2ccccc2)nc1-c1ccc(Cl)cc1)N1CCOCC1,-3,2,13,-2,-1,4,-6,3
COC(=O)c1sccc1NC(=O)c1ccco1,-3,-14,10,6,-2,-2,14,6
O=C(CCC1CC(=O)Nc2ccccc21)NCc1ccc(F)cc1 (stereo unspecified),0,0,2,5,-7,6,3,-1
COc1ccc(-c2[nH]ncc2-c2cnn(-c3ccccc3)c2)c(O)c1,-4,-7,12,-1,6,-2,-14,-8
C[C@H](NC(N)=O)C(=O)Nc1ccc(OCc2ccccc2)cc1,2,-6,-20,-2,-15,-39,-1,2
O=C(Nc1nnc(-c2ccccc2)o1)c1cccc(S(=O)(=O)N2CCOCC2)c1,4,-8,6,-2,-37,-15,15,7
CCOc1ccccc1/C=C/C(=O)N1CCN(C(=O)c2ccco2)CC1,0,1,9,-5,-4,12,1,-13
CCOc1ccc(Cc2onc3c2C(=O)CC(C)(C)C3)cc1OCC,1,-6,5,-2,12,2,4,4
O=C(Cc1ccc(-c2ccccc2)cc1)Nc1ccccc1,0,0,20,1,-3,-25,8,2
O=C(N1CCN(Cc2ccccc2)CC1)C(Cl)(Cl)Cl,8,2,-28,4,12,2,14,-5
O=C(Nc1cccc(F)c1)c1cccnc1NCCc1ccccc1,1,-2,4,-4,14,-3,12,-2
COc1ccc(C2CC(=O)Oc3c(C(CCN4CCCC(C)C4)c4ccc(N(C)C)cc4)c(OC)cc(OC)c32)cc1 (stereo unspecified),-12,-3,-4,19,35,15,2,3
CS(=O)(=O)N(CC(=O)N1CCCC1)c1ccc2c(c1)OCCO2,-14,-11,-3,-1,4,1,2,2
CN(CC(=O)Nc1ccc(F)cc1)C(=O)COC(=O)/C=C/c1ccccc1[N+](=O)[O-],-2,3,-47,-3,-17,-10,12,-6
O=C(NC1CCCCC1)C1CCCN(S(=O)(=O)c2cnc[nH]2)C1 (stereo unspecified),-7,-6,7,-2,-2,-2,6,4
COc1ccc(N(C(C)C(=O)Nc2cccnc2)S(C)(=O)=O)cc1 (stereo unspecified),13,-6,8,-2,1,-6,-4,-1
O=C(Nc1nnc(C2CC2)s1)c1ccc(Cl)c(S(=O)(=O)N2CCc3ccccc3C2)c1,-2,37,3,1,-9,2,0,10
CCN=C(NCC)SC1CC(=O)N(c2ccc(OC)cc2)C1=O (stereo unspecified),-7,-1,8,0,4,2,11,13
CCCN1C(=O)/C(=N\OCC(=O)NCC(F)(F)F)c2ccccc21,-7,2,-9,0,4,-3,-2,2
CCCCc1ncc(CN2CCC(CC3CCCCO3)(C(=O)OCC)CC2)[nH]1 (stereo unspecified),0,9,-10,-2,5,29,13,-5
Cc1ccc(C2=NOC(C)(c3nnc(-c4ccncc4)o3)C2)cc1 (stereo unspecified),-8,2,4,-3,-6,7,3,-11
COc1ccc(-n2c(CSc3nc(C)cc(C)n3)nnc2SCC(=O)Nc2nccs2)cc1,2,-5,5,-5,5,4,3,-1
O=C(NCCN1CCOCC1)c1csc2c1CCCCC2,-9,-11,13,-1,-3,2,3,2
COc1ccc(/C=N/NC(=O)c2ccc(Br)cc2)c(OC)c1,2,7,0,-1,-3,-7,23,-12
CC1(C)Cc2cccc(OCC(=O)Nc3nccs3)c2O1,-6,-9,4,-3,8,-3,5,-7
COC(=O)c1cccc(NC(=S)Nc2ccc(Cl)c(Cl)c2)c1,-7,3,11,-2,2,-2,11,2
CCOc1ccc(-c2c(C(=O)N/N=C/C3CC=CCC3)nnn2-c2nonc2N)cc1 (stereo unspecified),-1,9,-5,8,-13,-14,1,-8
CCN(CC(=O)Nc1ccc(NC(C)=O)cc1)C(=O)c1ccc(N2C(=O)c3ccccc3C2=O)cc1,-2,0,·,·,·,-7,-3,0
CCC(CC)=NNc1ccc(S(N)(=O)=O)cc1[N+](=O)[O-],4,-3,-7,1,-47,14,18,12
C=CCNC(=O)c1ccccc1NC(=O)COc1ccccc1,2,-2,-6,-1,3,6,9,6
COc1ccc([C@H]2CC(=O)C=C(c3cccc(Br)c3)C2)cc1,41,-3,8,-3,-8,-11,19,2
COc1ccc(C(=O)Oc2ccc3c(C)cc(=O)oc3c2C(C)=O)cc1,-6,8,0,2,2,-5,4,4
c1ccc(C2=Nn3c(nnc3-c3cccnc3)SC2)cc1,2,2,-13,-3,16,8,9,-3
CCC(=O)c1ccc(OCCSc2ncccn2)cc1,1,-4,8,3,2,-75,8,-8
CSCCC(NC(=O)c1ccc(Cl)cc1Cl)C(=O)NCc1ccccn1 (stereo unspecified),-3,2,20,3,-2,6,4,-4
O=C(CCc1c[nH]c2ccccc12)OCc1cccc([N+](=O)[O-])c1,4,9,8,2,4,3,10,5
O=C(CCCOc1ccccc1)N1CCN(S(=O)(=O)c2cccs2)CC1,29,2,17,-3,7,-15,8,4
CCN(CC(=O)Nc1c(F)cccc1F)C(=O)c1ccc2c(c1)OCO2,-3,-2,-65,-3,-4,6,4,2
O=C(CCNC(=O)c1ccc(Cl)cc1)Nc1ccc(F)cc1F,1,-7,-11,-4,2,7,1,6
CC(=O)/C(=N/Nc1ccccc1[N+](=O)[O-])N1CCCc2ccccc21,24,-1,22,-8,-36,-22,32,5
CN1C(=O)N(CC(=O)N2CCN(S(=O)(=O)Cc3ccccc3)CC2)C(=O)C12CCCCC2,-6,1,5,7,2,-1,-3,9
Cc1ccc(NC(=O)CS(=O)CC(=O)NC(C)CCc2ccco2)cc1Cl (stereo unspecified),20,3,-22,-3,30,-15,11,1
O=C1CCC(=O)N1CCc1c[nH]c2ccccc12,1,-4,12,0,7,2,4,-4
CSc1cccc(NS(=O)(=O)c2cc(Br)cnc2N)c1,-4,5,-2,-3,-1,4,4,-2
CCOc1cc2[nH]c(=S)n(CC3CCCN3CC)c(=O)c2cc1OCC (stereo unspecified),9,-9,16,17*,-5,7,-8,11
Cc1cccc(N2C(=O)CC(SC(N)=Nc3ccccc3)C2=O)c1 (stereo unspecified),1,-13,-23,-4,13,2,5,2
O=C(NCCOc1nc(N2CCOCC2)nc(N2CCOCC2)n1)Nc1ccccc1,9,-3,-1,1,8,-12,34,-11
O=C(CSc1nnc(-c2ccccc2Cl)n1Cc1ccco1)Nc1ccc2c(c1)OCCO2,22,-12,-11,2,3,-4,-5,2
COc1ccc(S(=O)(=O)CCC(=O)NCCc2cccc(C)c2)cc1,-9,-3,-19,-3,3,6,3,-2
COc1cc(C(=S)N2CCOCC2)ccc1OS(=O)(=O)c1ccc(NC(C)=O)cc1,-15,-5,12,-2,-1,27,13,-12
CN1C(=O)/C(=N\OC(=O)c2ccccc2Cl)c2ccccc21,8,-10,18,2,3,0,19,16
O=S(=O)(c1ccc2ccccc2c1)N1CCOCC1,8,-4,20,0,-4,4,-1,-3
CCCCN(CCCC)CCCNC(=O)C1CC(c2ccc(C(F)(F)F)cc2)=NO1 (stereo unspecified),-3,-1,3,0,16,22,0,-5
CCc1cc2cc(C)cc(C)c2nc1SCC(=O)N1CCCC1,-23,-1,-4,-4,3,-6,20,10
COC(=O)C1=C(Nc2ccccc2NC(=O)c2ccccc2C(=O)O)CSC1,-2,3,-8,3,-11,-2,3,1
# Next section:
SMILES,EBI2 antag,ATG4B inhibitor,APJ antagonist,APJ agonist,UBC13 polyUb,Gli-Sufu antag,CCR6 antagonist,CXCR6 inh
O=C(Nc1ccc(N2CCOCC2)cc1N1CCOCC1)c1ccco1,9,-12,-8,-3,1,-4,1,4
O=[N+]([O-])c1ccc(N2CCCC2)cc1NC1CC1,0,13,16,4,-29,3,10,12
Cc1cccc(C(=O)NC(=S)N2CCN(C)CC2)c1,-6,-8,12,0,2,3,-7,-3
Cc1ccc(NCC(O)C(O)C(O)CO)c(N=Nc2ccccc2)c1C (stereo unspecified),4,7,35,-3,-220,2,6,14
CC1CCN(CCCCOc2ccc(Cl)cc2)CC1,7,-5,-21,-2,-8,6,2,13
Cc1c(Br)c([N+](=O)[O-])nn1CC(=O)NCc1ccccc1,-8,10,2,-2,-2,3,19,1
COC1CCN(C(=O)c2ccc(OC3CCN(CCc4ccccc4)CC3)cc2)CC1,-1,-2,4,-3,-1,23,9,1
O=C(c1ccccc1Sc1c(Cl)cccc1[N+](=O)[O-])N1CCOCC1,-3,-1,12,-2,6,-3,16,1
Cc1ccc(-c2cc(C(=O)O)n[nH]2)o1,-1,-5,-9,-3,8,-12,-8,4
OCCCNCc1ccc(N(c2ccccc2)c2ccccc2)cc1,-4,2,20,5,13,9,-5,-18
CN(CC(=O)Nc1ccc(Cl)c(Cl)c1)C(=O)CN1C(=O)NC2(CCCC2)C1=O,3,-4,-17,-6,4,1,-2,-4
O=C1Nc2ccccc2C1(O)c1ccccc1 (stereo unspecified),-1,-3,-8,-2,-6,-14,1,2
CCOc1ccc(-n2cc(C(=O)Nc3cccc(OC)c3)c3cc(OC)c(OC)cc3c2=O)cc1,15,-21,-8,2,28,4,8,0
Cc1cccc(N2CCN(CCCNC(=O)C3CCCN(c4ncnc5c4nc4n5CCCCC4)C3)CC2C)c1 (stereo unspecified),-9,7,-12,0,25,15,5,-9
CCN(CC(=O)Nc1cc(C)c(Cl)cc1OC)CC(=O)NC1CCS(=O)(=O)C1 (stereo unspecified),-2,-8,15,-7,-13,-2,-8,2
O=C(N/N=C/c1cccnc1)c1cccs1,6,-4,17,-1,-1,-1,-19,-3
Cc1ccc(S(=O)(=O)N2CC=C(C(=O)NCc3ccccc3)CC2)cc1,13,-7,-2,0,4,9,3,-2
Cc1c(C)c2ccc(OC(C)C(=O)NCCN3CCOCC3)c(C)c2oc1=O (stereo unspecified),-4,-9,8,-2,11,8,3,-6
CC(=O)NCCOc1nc(N(C)C)nc(N2CCOCC2)n1,-4,-15,20,8,2,1,-9,1
COc1cc(C)c(S(=O)(=O)N2CCOCC2)c(C)c1C,4,-9,6,-2,5,-3,-18,-4
Cc1cc(C)c2cc3c(N)c(C(=O)N4CCOCC4)sc3nc2c1,3,4,10,-3,3,-20,19,1
Cc1cc(Br)cc(Br)c1OCC(=O)NNC(=O)CCC(=O)NCc1ccccc1,0,5,7,-6,-7,-3,17,0
COc1ccc(Cl)cc1Nc1nc(-c2sc(NC(=O)c3ccco3)nc2C)cs1,-8,8,-52,6,-46,-18,-6,-1

# 3 of the compounds above, with bars between the fields.
Molecule | EBI2 antag | ATG4B inhibitor | APJ antagonist | APJ agonist | UBC13 polyUb | Gli-Sufu antag | CCR6 antagonist | CXCR6 inh
O=C(CCNC(=O)c1ccc(Cl)cc1)Nc1ccc(F)cc1F | 1 | -7 | -11 | -4 | 2 | 7 | 1 | 6
CC(=O)/C(=N/Nc1ccccc1[N+](=O)[O-])N1CCCc2ccccc21 | 24 | -1 | 22 | -8 | -36 | -22 | 32 | 5
CN1C(=O)N(CC(=O)N2CCN(S(=O)(=O)Cc3ccccc3)CC2)C(=O)C12CCCCC2 | -6 | 1 | 5 | 7 | 2 | -1 | -3 | 9
